IL2 activator = IL-2 activation; activation, % (series mostly up to about 46 µM); actives 0.065% (n = 360,000); IL-2 activation reporter assay, cell-based qHTS; stimulated with anti-CD3/CD4/CD28 beads; in transgenic mouse T cells; in the data active means activation above about 50%; inconclusive means mostly about 30% to 49%; further: 0% is about no effect
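Quantitative HTS in unstimulated transgenic mouse T cells, with memory T cells as non-tolerant control and PMA/ionomycin as tolerance-bypass control. Compound pretreatment lasted 60 minutes before 18 h bead stimulation; EGFP/DsRed fluorescence read.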
aSyn rescue = alpha-synuclein toxicity inhibition in yeast; Yeast expressing alpha-synuclein, growth rescue, BacTiter-Glo, 24 h; Potency, µM (titrated, usually from 46.1 µM), for inactives: at the top dose growth rescue (activation), actives largely listed as activators; actives 0.14% (n = 370,000); AID 652106; further: potency means the concentration at half of the fitted maximal effect; % of control where 0% means no effect; nearly all actives have a fitted effect of over 65% in size
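Rescue of yeast growth: cells expressing toxic alpha-synuclein, induced in galactose at OD600 0.02, incubated with compound 24 h at 30 C. ATP luminescence quantified growth; inhibitors of toxicity appear as activators.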
PLK1 PBD block = inhibitors of human PLK1 polo-box domain binding | actives 2.8% (n = 360,000) | Plk1 PBD binding of FITC phosphopeptide, fluorescence polarization | P53350 | AID 720504 | Potency, µM, inactives show max response, negative = inhibition, most hits filed as inhibitors; further: potency means the concentration at half of the fitted maximal effect; series mostly up to about 57 µM; on the % scale 0 is the no-effect control and ±100 the full control effect; nearly all actives have a fitted effect of over 65% in size
EPAC1 agonist = activates human EPAC1 exchange factor; O95398; EPAC1 agonist qHTS, biochemical assay; response scale: 100% = response to 6.5 mM cAMP; Potency, µM (titrated, usually from 154 µM), without a hit: at the highest dose activation, most hits filed as activators; actives 0.073% (n = 360,000); further: potency means the concentration at half of the fitted maximal effect; nearly all actives have a fitted effect of over 60% in size
Target sequence (O95398 whole entry, looked up): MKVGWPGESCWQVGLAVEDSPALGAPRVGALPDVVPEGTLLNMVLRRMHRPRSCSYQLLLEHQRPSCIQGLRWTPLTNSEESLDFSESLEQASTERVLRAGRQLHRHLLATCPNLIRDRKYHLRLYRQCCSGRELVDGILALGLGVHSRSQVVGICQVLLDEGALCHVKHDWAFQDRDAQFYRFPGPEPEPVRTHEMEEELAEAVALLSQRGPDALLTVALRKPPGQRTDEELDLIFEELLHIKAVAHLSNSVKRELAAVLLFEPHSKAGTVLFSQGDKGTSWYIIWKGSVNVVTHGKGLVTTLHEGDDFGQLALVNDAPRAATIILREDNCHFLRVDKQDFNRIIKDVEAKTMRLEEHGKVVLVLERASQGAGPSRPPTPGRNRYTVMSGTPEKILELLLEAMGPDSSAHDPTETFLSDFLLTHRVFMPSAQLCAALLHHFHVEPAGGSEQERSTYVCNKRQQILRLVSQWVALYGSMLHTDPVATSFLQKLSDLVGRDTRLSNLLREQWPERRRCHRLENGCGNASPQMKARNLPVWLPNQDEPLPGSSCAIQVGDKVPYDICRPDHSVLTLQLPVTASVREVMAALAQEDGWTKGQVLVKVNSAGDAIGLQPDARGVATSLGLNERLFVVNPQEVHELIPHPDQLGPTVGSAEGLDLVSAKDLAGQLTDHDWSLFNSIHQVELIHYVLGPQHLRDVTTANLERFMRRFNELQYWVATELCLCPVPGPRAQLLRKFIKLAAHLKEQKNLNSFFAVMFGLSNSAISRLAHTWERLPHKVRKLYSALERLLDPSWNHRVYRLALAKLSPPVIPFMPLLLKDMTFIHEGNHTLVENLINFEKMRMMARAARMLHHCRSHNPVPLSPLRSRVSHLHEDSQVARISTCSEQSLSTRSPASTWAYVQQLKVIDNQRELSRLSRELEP
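Compounds were pinned as a concentration titration into mixtures of EPAC1 (100 nM), BODIPY-GDP-loaded Rap1B (250 nM) and GDP (50 uM). After 5 min at room temperature, fluorescence was followed for 30 min; activity was scaled to 6.5 mM cAMP.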
Abeta yeast res = A-beta toxicity reversal in yeast; Potency, µM (top dose mostly 46.1 µM), inactives show at the highest dose growth rescue, usual class: activators; yeast expressing A-beta42, growth rescue, OD600, 48 h; response scale: 0% DMSO, 100% iron-clioquinol control; actives 0.063% (n = 410,000); further: potency means the concentration at half of the fitted maximal effect; nearly all actives have a fitted effect of over 55% in size
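Yeast A-beta toxicity model in growth medium with pinned compounds, 48 h at 30 C; growth read as absorbance at 600 nm. Normalized to FeCl3/clioquinol equimolar mix (positive) and DMSO (negative).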
EPAC1 antagonist = blocks human EPAC1 exchange factor; EPAC1 GEF assay, Rap1b-BODIPY-GDP exchange fluorescence; actives 0.14% (n = 360,000); Potency, µM (titrated, usually from 115 µM), for the others: top-dose activity change, negative = inhibition, actives largely listed as inhibitors; AID 720709;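 further: potency means the concentration at half of the fitted maximal effect; plate controls were vehicle for no effect and positive control for full effect; nearly all actives have a fitted effect of over 50% in size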
WRN helicase inh = WRN helicase (human) inhibition | Q14191 | WRN helicase unwinding, fluorescent forked duplex, kinetic | Potency, µM (top dose mostly 114 µM), inactives show at the highest dose activity change, negative = inhibition, actives largely listed as inhibitors | actives 0.46% (n = 360,000) | AID 651768; further: potency means the concentration at half of the fitted maximal effect; on the % scale 0 is the no-effect control and ±100 the full control effect; nearly all actives have a fitted effect of over 55% in size
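Fluorescence dequenching readout, ex 525 nm/em 598 nm, kinetic mode: forked duplex DNA (100 nM final) with adjacent fluorophore and quencher unwound by WRN (20 nM final) with 2 mM ATP. Compound preincubation 15 min, room temperature.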
PI5P4Ka inh = inhibitors of human PI5P4K alpha | P48426 | PI5P4Kalpha enzyme, ADP-Glo luminescence, 60 min; stronger effect = lower value | max response, % | actives 1.2% (n = 330,000); active means max response of -50% or lower; inconclusive means between -30% and -50%; inactive means -30% or higher; further: value at the top dose of about 77 µM; on the % scale 0 is the no-effect control and ±100 the full control effect
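qHTS, 1536-well: enzyme/substrate mix, compound by pin tool, 5 microM ATP final; RT 60 min; ADP-Glo reagents 1 (45 min) then 2 (30 min); luminescence.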
FUS suppressor = rescues growth of FUS-expressing yeast; S. cerevisiae FUS-expressing, growth rescue, OD600, 24 h; Potency, µM (titrated, usually from 76.6 µM), without a hit: at the top dose growth rescue (activation), most hits filed as activators; actives 0.24% (n = 390,000);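 further: potency means the concentration at half of the fitted maximal effect; plate controls were DMSO vehicle for no effect and reference control for full effect; nearly all actives have a fitted effect of over 55% in size; some results filed as inactive show a strong effect at the top dose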
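FUS-expressing yeast, raffinose-pregrown, induced in 2% galactose minimal medium at OD 0.005; compounds in a dilution series, 24hr at 30C. Growth restoration read as absorbance at 600 nm. CP55940 positive control, DMSO negative.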
Active calls of the source: *; ? = inconclusive; / = not tested or not shown; & = joins results of further samples; [ ] = dose if it differs, or a comment. Unless noted, the call rests on the fitted dose curve; in most records, active means well fitted curve in the direction sought with a large enough effect; inconclusive means small, poorly fitted or top-dose-only effect, or another doubt; inactive means no such curve, though single readings can be large; an effect the other way counts as inactive or inconclusive.

SMILES	IL2 activator	aSyn rescue	PLK1 PBD block	EPAC1 agonist	Abeta yeast res	EPAC1 antagonist	WRN helicase inh	PI5P4Ka inh	FUS suppressor
Cc1ccccc1C=O	0.0	3%	-2%	-10%	-3%	13%	3%	-1	-22%
CCOC(=O)N1CCN(c2c(N3CCN(c4ccccc4OC)CC3)c(=O)c2=O)CC1	-2.6	-5%	-14%	4%	2%	5%	-6%	-1	-9%
Cc1ccc2c(c1)N(CC(=O)NCCCN1CCOCC1)C(=O)c1cccnc1O2	-3.6	6%	?	-7%	-5%	2%	-16%	-5	-22%
CC1(C)Cc2c(cnn2-c2ccccc2)C(NC(=O)c2ccc[n+]([O-])c2)C1 (stereo unspecified)	-2.4	2%	-5%	-2%	3%	21%	-28%	5	14%
O=C(NCc1ccc(F)cc1)c1cc(S(=O)(=O)N2CCCCC2)ccc1Cl	0.6	-5%[1.84 µM]	-5%	-11%	-12%	22%	9%	1	4%
CCCCCCCNC(=O)C1(CC2CC(c3ccc(Cl)cc3)=NO2)CCN(C(=O)C2CCCC2)CC1 (stereo unspecified)	-0.6	6%	-5%	0%	5%	12%	-2%	-3	-9%
Cc1cc2ncn(C(=O)N3CCOCC3)c2cc1C	-0.7	-5%	2%	4%	-1%	11%	4%	-6	10%
CCCNC(=O)N1CCC(n2nccc2NC(=O)CCOc2ccccc2)CC1	-1.6	6%	0%	-6%	6%	-20%	-30%	6	/
CCCOc1ccccc1N/C(=N/c1nc(C)cc(C)n1)NC(=O)Nc1ccc(Cl)cc1	-0.2	-1%	0%	2%	-8%	-2%	5%	24	22%
O=C(CN1C(=O)C2CCCCC2C1=O)Nc1nccs1 (stereo unspecified)	0.1	2%	-16%	4%	-13%	0%	1%	-9	7%
Cc1ccc(S(=O)(=O)N2CCC(C(=O)N3CCCCCCC3)CC2)cc1C	-1.4	0%	-17%	-2%	-7%	-9%	1%	-19	?
CC(C)(C)S(=O)N1Cc2ccc(CO)cc2[C@H]1CCO (stereo partly specified)	0.1	-9%	2%	-8%	0%	6%	0%	1	-14%
O=C(COC(=O)c1nc(Cl)ccc1Cl)NCc1ccc(Cl)cc1Cl	-0.3	14%	-3%	-1%	-5%	-4%	-11%	-4	3%
COc1ccc(OC)c(N2Cc3ccccc3C2)c1	2.3	-2%	-11%	-2%	7%	-1%	-6%	-12	39%
C(=C\c1ccccc1)/C=N/Nc1nc2ccccc2[nH]1	-2.6	-1%	-27%	1%	-9%	-7%	-3%	-2	22%
O=C(/C=C/c1ccco1)NC(=S)Nc1ccc(C(=O)O)cc1	0.4	-1%	?	0%	-6%	0%	?	-79*	35%
COc1ccc(C)cc1NC(=O)C(OC(=O)c1ccc(Cl)c(S(=O)(=O)N(C)c2ccccc2)c1)c1ccccc1 (stereo unspecified)	-3.6	-2%	-6%	2%	7%	-6%	-3%	1	14%
Cn1nc(C(=O)Nc2ccc(S(=O)(=O)Nc3ncccn3)cc2)ccc1=O	-1.3	1%	-20%	3%	-3%	-9%	-31%	-15	15%
CC(C)(C)[C@]1(O)CCN2C[C@H]3c4ccccc4CCc4cccc(c43)[C@@H]2C1	0.2	2%&1%&1%	5%	-8%	-11%	-9%	-8%	0	-12%
Cc1ccccc1/C=N/Nc1ncnc2nc[nH]c12	-0.5	-3%	-20%	7%	/	-23%	-1%	-22	-19%

Arranged by the number under EPAC1 agonist (high to low): some entries from above.
SMILES | EPAC1 agonist
O=C(CN1C(=O)C2CCCCC2C1=O)Nc1nccs1 (stereo unspecified) | 4%
Cc1ccccc1C=O | -10%
O=C(NCc1ccc(F)cc1)c1cc(S(=O)(=O)N2CCCCC2)ccc1Cl | -11%

More structures follow:
SMILES	IL2 activator	aSyn rescue	PLK1 PBD block	EPAC1 agonist	Abeta yeast res	EPAC1 antagonist	WRN helicase inh	PI5P4Ka inh	FUS suppressor
Cc1noc(C)c1COc1ccc2ccc(=O)oc2c1	0.2	0%	-8%	4%	-8%	-9%	9%	-9	-9%
Cn1c(=O)[nH]c(=O)c2c1nc(NCCCn1ccnc1)n2CCOc1ccccc1	0.9	-8%	-8%	6%	23%	12%	-3%	-9	-6%
O=C(Cc1ccc2c(c1)OCCO2)N1CCN(S(=O)(=O)c2cccs2)CC1	-3.8	-13%	-11%	15%	-8%	4%	-1%	6	15%
CC(C)N1CCC(=NNc2ccc([N+](=O)[O-])cc2S(=O)(=O)N2CCOCC2)CC1	-4.1	-5%	-9%	5%	-23%	-8%	-6%	-4	22%
c1ccc(-n2c(-c3ccncc3)nnc2-c2ccco2)cc1	-2.9	-5%	-9%	4%	4%	-5%	11%	/	16%
CC1CCN(S(=O)(=O)c2cccc(C(=O)N(C)C3CCS(=O)(=O)C3)c2)CC1 (stereo unspecified)	-3.1	3%	-2%	-7%	5%	7%	6%	2	13%
CCOc1cccc(-c2c(C(=O)N/N=C/c3cccs3)nnn2-c2nonc2N)c1	-0.1	-2%	-8%	-3%	-4%	?	-21%	?	27%
C[C@H](CO)N1C[C@H](C)[C@@H](CN(C)C(=O)Nc2ccc3c(c2)OCO3)Oc2c(NC(=O)Nc3ccccc3)cccc2C1=O	1.2	0%	-12%	-3%	10%	-8%	-3%	0	31%
Cc1ccc(C(C)C)c(OCCCN2CCc3ccccc3C2)c1	0.7	4%	2%	0%	-1%	-1%	5%	6	-4%
CCc1c(-c2ccccc2OC)ncn1Cc1cccc(-c2ccccc2)c1	-1.0	-10%	-6%	2%	8%	1%	1%	-5	19%
CCCCCCN(CCCCCC)C(=O)Cc1c(-c2ccc(F)cc2)[nH]c2ccccc12	-0.8	-1%&0%	-8%	7%	15%	-5%	-10%	2	-21%
Cn1c(N)c(C(=O)COC(=O)CCCc2c[nH]c3ccccc23)c(=O)n(C)c1=O	0.2	0%	0%	2%	3%	-8%	-10%	-2	6%
Cc1cc(C)cc(NC(=O)CN2CCc3cc4c(cc3C2C)OCCCO4)c1 (stereo unspecified)	-1.6	1%	-3%	7%	6%	-7%	-7%[57.1 µM]	19	12%
COc1ccc(NS(=O)(=O)c2ccc(OC)c(NC(=O)CCC3CCCC3)c2)cc1	-1.9	11%	-3%	-12%	15%	?	-12%	5	-11%
COc1ccc(CN2C(CC(=O)Nc3cccnc3)c3ccc(C(F)(F)F)cc3S2(=O)=O)cc1 (stereo unspecified)	-0.6	4%	-2%	-13%	-17%	-7%	0%	2	-8%
O=c1[nH]c2sc3c(c2c(=O)n1Cc1ccccc1)CCC3	-0.1	1%	-12%	4%	7%	0%	-15%	-2	12%
O=C(C1CCCN(S(=O)(=O)c2ccc(F)cc2)C1)N1CCCCC1 (stereo unspecified)	0.2	0%	-4%	-4%	1%	10%	5%	3	-21%
COc1cc(CN2CCCC(CO)(Cc3ccccc3C)C2)cc2c1OCO2 (stereo unspecified)	-2.0	1%	8%	0%	3%	-9%	-9%	3	6%
COC(C/C=C/C(=O)[C@@H](C)OCc1ccccc1)OC	-4.6	15%	-12%	-16%	-11%	14%	6%	8	-7%
CC(O)[C@H]1CNC(=O)C(=O)N1CCc1cccc(F)c1 (stereo partly specified)	0.9	-8%	-6%	11%	5%	-9%	-1%	-12	-16%
CC(NC(=S)NCCCN1CCOCC1)C1CC2CCC1C2 (stereo unspecified)	-1.3	-3%	-5%	7%	16%	-15%	-30%	0	17%
CNS(=O)(=O)c1ccc(NCC2COc3ccccc3O2)c([N+](=O)[O-])c1 (stereo unspecified)	-0.6	5%	-3%	-2%	-20%	-19%	-18%	3	/
COc1ccc(NC(=O)c2cc(-c3ccccc3Cl)on2)cc1OC	-0.1	5%	-2%	27%	0%	-8%	-23%	3	3%
Cc1cccc(CNc2ccc(C(CC(N)=O)NC(=O)c3cccc(Br)c3)cc2[N+](=O)[O-])c1 (stereo unspecified)	-0.1	-1%	-5%	-17%	-4%	-22%	0%	4	-25%
O=S(=O)(CCc1ccccc1)N1CCOCC1	0.3	2%	-7%	5%	1%	-8%	1%	9	-17%
COc1ccccc1Oc1coc2c(CN3CCN(C)CC3)c(O)ccc2c1=O	0.6	-1%	-1%	-4%	9%	14%	6%	/	21%
Cc1cc(C)c2c(n1)SCC(=O)N2CC(=O)Nc1cc(F)ccc1F	0.0	-3%	2%	-9%	6%	4%	8%	-5	-18%
C[C@@H]1CCCCO[C@@H](CN(C)Cc2ccc3c(c2)OCO3)[C@@H](C)CN([C@H](C)CO)C(=O)c2cc(N(C)C)ccc2O1	-0.5	2%	-20%	2%	-3%	9%	0%	0	-10%
Cc1occc1C(=O)Nc1ccccc1C(=O)O	1.0	-23%	-11%	-9%	-10%	-9%	-7%	?	24%
O=C(Nc1cccc(NC(=O)c2ccc(Br)o2)c1)c1ccccc1	2.6	-7%	-2%	10%	20%&-4%	-6%	-8%	-1	3%&-16%
Fc1cnc(Cl)nc1N1CCN(c2ccccc2)CC1	-2.9	11%	-8%	-9%	0%	-11%	17%	-3	-5%
